# PfG6PD inh – PfG6PD (Plasmodium falciparum) enzyme inhibition | hit rate 0.78% among 350,000 | inhibition, % at 20 µM | AID 504690 | PfGluPho enzyme, NADPH resazurin-diaphorase fluorescence;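 active = inhibition reaching at least a set limit at 20 µM in the primary screen, cut at about 59% in these data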;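 note: 0% = DMSO wells with substrate and 100% = DMSO wells lacking glucose-6-phosphate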
# ATG4B inh – blocks human ATG4B protease cleavage of LC3 substrate. Q9Y4P1. hit rate 0.51% among 340,000. inhibition, % at 8.33 µM. ATG4B cleavage of LC3-PLA2, NBD-HPC fluorescence, 1 h; in the data active = inhibition above about 40%
# Target sequence (Q9Y4P1 whole entry, looked up): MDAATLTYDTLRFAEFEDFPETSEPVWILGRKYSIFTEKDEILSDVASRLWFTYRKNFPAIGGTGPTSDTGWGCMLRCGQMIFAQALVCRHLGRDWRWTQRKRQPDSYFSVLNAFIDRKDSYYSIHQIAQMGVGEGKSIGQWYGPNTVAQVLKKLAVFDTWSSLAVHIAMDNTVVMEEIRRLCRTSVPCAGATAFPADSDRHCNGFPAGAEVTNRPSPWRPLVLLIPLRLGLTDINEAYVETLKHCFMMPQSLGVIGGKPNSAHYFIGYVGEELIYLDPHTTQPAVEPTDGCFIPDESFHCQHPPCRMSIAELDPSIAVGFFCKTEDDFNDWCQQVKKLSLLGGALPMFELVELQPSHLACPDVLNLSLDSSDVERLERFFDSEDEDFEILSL
# SENP6 block – SENP6 protease inhibition; hit rate 1.8% among 330,000; inhibition, % at 10 µM; Recombinant SENP6 catalytic domain, aminoluciferin luminescence; AID 2599; Q9GZR1;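 active = inhibition above about 50% at the single tested dose, limit read from the data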;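 note: plate controls were DMSO wells with enzyme for no effect and DMSO wells lacking enzyme for full effect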
# Target sequence (Q9GZR1 628-1112 limits assumed): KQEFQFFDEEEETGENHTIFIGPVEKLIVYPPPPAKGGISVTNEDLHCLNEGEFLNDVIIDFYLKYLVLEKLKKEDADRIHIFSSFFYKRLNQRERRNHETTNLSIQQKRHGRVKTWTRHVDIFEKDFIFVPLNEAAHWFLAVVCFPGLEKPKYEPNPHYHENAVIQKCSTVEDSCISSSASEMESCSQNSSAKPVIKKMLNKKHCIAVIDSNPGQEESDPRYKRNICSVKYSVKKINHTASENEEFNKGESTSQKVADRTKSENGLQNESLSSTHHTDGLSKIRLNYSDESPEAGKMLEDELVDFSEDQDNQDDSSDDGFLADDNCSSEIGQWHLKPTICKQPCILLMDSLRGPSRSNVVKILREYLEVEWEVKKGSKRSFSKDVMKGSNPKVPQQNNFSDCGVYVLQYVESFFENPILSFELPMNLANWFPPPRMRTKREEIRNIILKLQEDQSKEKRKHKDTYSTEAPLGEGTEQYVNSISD
# GRIN3A LBD mod – NR3A (human) ligand-binding domain modulation. NR3A LBD differential scanning fluorimetry, Tm shift; 0% = protein alone, 100% = glycine-bound protein. hit rate 2.5% among 340,000. Tm shift relative to glycine control, % at 25 µM;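 active = melting temperature shift of at least 10% of the positive control shift, at one fixed dose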
# SENP8 inh – SENP8 (human) protease inhibition | hit rate 0.64% among 360,000 | Q96LD8 | recombinant SENP8, Nedd8 substrate fluorescence | inhibition, % at 20 µM; in the data active = inhibition mostly above about 40%, no sharp cut-off; inactive = mostly below about 27%
# Target sequence (Q96LD8 whole entry, looked up): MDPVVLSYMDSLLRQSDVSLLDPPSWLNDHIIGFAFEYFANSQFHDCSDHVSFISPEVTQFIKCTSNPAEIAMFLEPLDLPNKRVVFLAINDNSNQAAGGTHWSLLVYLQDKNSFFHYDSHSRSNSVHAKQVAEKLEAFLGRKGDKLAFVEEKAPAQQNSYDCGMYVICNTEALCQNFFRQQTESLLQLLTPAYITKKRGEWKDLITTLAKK
# MPTP inh – inhibitors of mitochondrial permeability transition pore | isolated mouse mitochondria, Ca2+ swelling absorbance, 30 min | inhibition, % at 10 µM | hit rate 1.4% among 360,000 | AID 602449;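 active = inhibition of 50% or more, scaled per plate between neutral and stimulator controls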;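 note: 0% = DMSO wells given calcium and 100% = 1 mM EGTA wells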
# SENP7 block – SENP7 protease inhibition; inhibition, % at 5 µM; hit rate 1.5% among 330,000; AID 434973; Q9BQF6; recombinant SENP7, Z-RLRGG-aminoluciferin luminescence, 40 min;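 active = inhibition above about 50% at the single test dose, limit read from the data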;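 note: plate controls were DMSO with enzyme for no effect and no enzyme buffer wells for full effect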
# HKDC1 inh – HKDC1 (human) hexokinase inhibition; inhibition, % at 20 µM; recombinant HKDC1, G6PDH/diaphorase resazurin coupled fluorescence; hit rate 0.16% among 340,000;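 active = inhibition above about 35% when tested at 20 µM, limit read from the data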;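 note: plate controls were DMSO wells with enzyme for no effect and DMSO wells lacking enzyme for full effect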
#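 Test system: recombinant HKDC1 (HK5) hexokinase enzyme, produced in-house; Amount: enzyme 5 µg/mL final; Buffer or medium: Tris pH 8.0 buffer with MgCl2, Tween-20, BSA, BME; Reagent: glucose and ATP substrates; Doses: 20 µM test compound, 1% DMSO; Incubation: 90 min reaction incubation at room temperature, dark; Detection: resorufin fluorescence at 613 nm.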
# * = called active by the depositor; · = not tested or not shown.
# The first six records as a preview:
SMILES,PfG6PD inh,ATG4B inh,SENP6 block,GRIN3A LBD mod,SENP8 inh,MPTP inh,SENP7 block,HKDC1 inh
O=C1N/C(=N\S(=O)(=O)Cc2ccccc2)S/C1=C/c1cc([N+](=O)[O-])ccc1O,24,6,12,8,17,-1.6,-6,5
CCOC(=O)C1=C(N)N2C(=O)C(C)SC2=C(C(=O)OCC)C1c1cc(OC)c(OC)c(OC)c1 (stereo unspecified),-14,-9,-14,-1,20,1.8,1,-6
COCCN(Cc1cc2cccc(C)c2n2nnnc12)C(=O)C(F)(F)F,4,-18,0,1,-3,2.4,-6,-6
Cc1cc(C)cc(N2Cc3ccccc3C2)c1,7,2,0,-2,4,-1.2,-10,-2
CCOc1ccc(C)cc1S(=O)(=O)NC1CCCCC1,-4,0,6,-1,3,0.1,8,-5
CC1CCCCC1NC(=O)COC(=O)c1ccccc1NC(=O)c1ccco1 (stereo unspecified),7,-5,-7,0,-66,0.1,-2,-5

# The listing, from the start:
SMILES,PfG6PD inh,ATG4B inh,SENP6 block,GRIN3A LBD mod,SENP8 inh,MPTP inh,SENP7 block,HKDC1 inh
O=C1N/C(=N\S(=O)(=O)Cc2ccccc2)S/C1=C/c1cc([N+](=O)[O-])ccc1O,24,6,12,8,17,-1.6,-6,5
CCOC(=O)C1=C(N)N2C(=O)C(C)SC2=C(C(=O)OCC)C1c1cc(OC)c(OC)c(OC)c1 (stereo unspecified),-14,-9,-14,-1,20,1.8,1,-6
COCCN(Cc1cc2cccc(C)c2n2nnnc12)C(=O)C(F)(F)F,4,-18,0,1,-3,2.4,-6,-6
Cc1cc(C)cc(N2Cc3ccccc3C2)c1,7,2,0,-2,4,-1.2,-10,-2
CCOc1ccc(C)cc1S(=O)(=O)NC1CCCCC1,-4,0,6,-1,3,0.1,8,-5
CC1CCCCC1NC(=O)COC(=O)c1ccccc1NC(=O)c1ccco1 (stereo unspecified),7,-5,-7,0,-66,0.1,-2,-5
Cc1[nH]c2ccc(C(=O)Nc3ccncc3)cc2c1C,53,0,11,9,-9,0.0,-5,3
COc1ccc(CCOC(=O)c2ccc(N)c([N+](=O)[O-])c2)cc1,-3,-10,-11,-6,18,1.5,0,3
O=c1c2ccccc2cnn1Cc1ccc(Br)cc1F,-9,10,-11,0,0,-0.7,4,-4
Cc1ccc(S(=O)(=O)N2CCN(S(C)(=O)=O)C2)cc1,-1,7,-8,1,14,-0.5,5,0
O=C(CSc1nnc(-c2ccco2)n1CC1CCCO1)c1ccccc1 (stereo unspecified),27,-1,-13,1,1,-0.6,4,-2
CC(C)(C)NC(=O)c1ccncc1,-1,-1,-14,-1,26,0.3,6,2
COc1ccc(C(C)NC(=O)C23CC4CC(CC(C4)C2)C3)cc1 (stereo unspecified),-21,-6,-2,-1,16,0.1,5,-6
Cn1ncc(Br)c1NC(=O)Nc1ccc(OC(F)(F)F)cc1,12,-3,-17,-6,21,89*,6,0
O=c1c2ccccc2nc2n1CCN2,0,-7,-2,0,-240,0.2,-9,-7
COCCCNC(=O)c1ccc(S(=O)(=O)c2ccc(C)cc2)c(NC(C)=O)c1,9,-2,3,2,4,-0.8,-3,-4
NC(=O)NC(=O)Nc1ccccc1Cl,7,-5,-8,3,6,0.7,-3,-2
COc1ccc(-c2ccc(OC)c(OC)c2OC)c(OC)c1OC,2,-3,·,2,2,-0.2,·,-6
COc1ccccc1N(CC(=O)Nc1ccc(S(=O)(=O)N2CCCCC2)cc1)S(C)(=O)=O,-2,-4,-17,-5,11,2.5,-3,-7
CC(C)NC(=O)Cn1c(SCC(=O)NC2CCCC2)nc2ccccc21,11,-6,2,6,4,0.2,-9,-8
CCN(CC)CCn1c(SCC(=O)NCc2ccccc2)nc2c(sc3ccccc32)c1=O,4,-4,9,0,-364,9.5,2,-1
COc1ccc(/C(O)=C2/C(=O)C(=O)N(CCN(C)C)C2c2ccc(F)cc2)cc1Cl (stereo unspecified),-15,-5,-9,-1,-50,0.3,-9,0
CC1(CO)COC2(OC1)C(=O)Nc1ccccc12 (stereo unspecified),13,2,0,3,-14,0.6,2,-5
Cc1ccc2cc(C3CC(c4ccco4)=NN3C(=O)CCCC(=O)O)c(Cl)nc2c1 (stereo unspecified),-40,2,-2,0,16,8.7,0,1

# Compound profiles, as listed above. Screens in order: PfG6PD inh, ATG4B inh, SENP6 block, GRIN3A LBD mod, SENP8 inh, MPTP inh, SENP7 block, HKDC1 inh
# O=c1c2ccccc2nc2n1CCN2 as listed: 0, -7, -2, 0, -240, 0.2, -9, -7
# COc1ccc(/C(O)=C2/C(=O)C(=O)N(CCN(C)C)C2c2ccc(F)cc2)cc1Cl (stereo unspecified) as listed: -15, -5, -9, -1, -50, 0.3, -9, 0

# Following part
SMILES,PfG6PD inh,ATG4B inh,SENP6 block,GRIN3A LBD mod,SENP8 inh,MPTP inh,SENP7 block,HKDC1 inh
C=CCOc1cccc(/C=N/NC(=O)CN2CCCCC2)c1,14,-3,6,1,11,1.6,-2,-3
COC(=O)c1ccc(Cn2nc(C)cc2C)cc1,7,-8,-9,1,5,-0.3,4,-1
CCNC(=O)CC1C(=O)N(c2ccc(F)cc2)C(=O)N1CCc1ccc(OC)cc1 (stereo unspecified),-7,-4,21,1,8,-0.2,7,-16
Cc1cc(C)n2nc(C(=O)Oc3ccc4c(c3)OCO4)nc2n1,26,-11,-5,-2,30,-0.9,5,4
O=C(COc1cccc(Cl)c1)Nc1ccc2c(c1)CCC2,36,29,-5,4,11,6.8,-5,-6
O=C(NCCN1CCOCC1)C(=O)NCC1OCCCN1S(=O)(=O)c1cc(F)ccc1F (stereo unspecified),8,-3,0,0,4,0.5,7,-5
Cc1cc(Br)ccc1NC(=O)CN(C)C(=O)Cn1c(=O)cnc2ccccc21,1,-3,-11,0,10,-0.6,6,-4
O=C(N/N=C/c1ccc(O)cc1)c1cc[n+](Cc2ccccc2)cc1,2,2,1,-5,4,0.7,-1,-11
O=S(=O)(Cc1ccccc1)N1CCc2ccccc2C1,10,-7,28,10,12,1.9,6,-5
CC(C)(C)NC(=O)c1ccc(NC(=O)CSc2ccccc2)cc1,-3,8,4,-32,13,-1.2,2,-3
CCC(/C=N/NC(=O)c1ccccc1F)CC,-20,9,-15,-3,5,-1.5,-11,13
Cc1ccc(C(=O)NCC(=O)N2CCN(c3cccc(Cl)c3)CC2)s1,-14,1,2,-1,12,0.1,-1,-5
Cc1ccc(NS(=O)(=O)c2ccc(N3C(=O)CCC3=O)cc2)cc1,-4,10,1,0,9,4.6,-14,-1
C[C@H](CCCC/C=C/C(=O)O)O[C@@H]1O[C@@H](C)[C@H](O)C[C@H]1O,-13,4,-21,1,23,0.0,-8,-6
CCOc1ccc(N(CC(=O)NCc2ccc(F)cc2)C(=O)CCC(=O)Nc2nccs2)cc1,25,-15,-24,-1,7,1.2,-2,-1
Cc1ccc(C)c(N(C(=O)Cc2cccs2)C(C(=O)NC2CCCC2)c2ccc(C)o2)c1 (stereo unspecified),20,2,-2,0,4,-1.8,1,3
CCN(CC(=O)Nc1ccc(OC)cc1)CC(=O)Nc1sc2c(c1C(=O)OC)CCCC2,12,-11,2,0,-212,0.9,1,1
Cc1cc(C(=O)Nc2c(C)nn(Cc3c(Cl)cccc3Cl)c2C)no1,1,9,-16,4,15,-0.5,-6,-12
CCc1ccc(CN(C)CC(=O)Nc2ccccc2[N+](=O)[O-])cc1,-6,15,5,19*,27,-2.2,-5,14
CCOc1ccc(NC(=O)COC(=O)c2ccc3ncsc3c2)cc1OCC,8,-6,0,4,-7,-0.6,-4,6
N#Cc1nc(-c2cccc(Cl)c2)oc1NCc1cccnc1,-3,-10,-9,-4,-248,2.0,3,2
N#Cc1ncc(C(F)(F)F)cc1Sc1ccc(N)cc1,-6,-2,-11,-8,45*,-0.2,5,-4
COc1ccccc1C(=O)ON=C1c2ccccc2-c2ccccc21,22,38,-25,-6,-31,1.1,5,-12
O=C(CN(Cc1ccc(F)cc1)C(=O)CNS(=O)(=O)c1ccccc1)NCC1CCCO1 (stereo unspecified),3,1,12,0,8,-1.1,7,-4
O=C(CSc1ccc([N+](=O)[O-])cc1)Nc1nnc(C2CC2)s1,16,-4,-4,2,17,-0.7,-2,-8
NS(=O)(=O)c1ccc(N2N=C(c3ccccc3)CC2c2cccc(Br)c2)cc1 (stereo unspecified),15,10,·,-7,-379,-0.5,-4,11
COc1ccc(S(=O)(=O)N(C)C2CCS(=O)(=O)C2)cc1OC (stereo unspecified),-8,-4,3,5,13,-0.1,-1,-10
Cn1cnc2c(cnn2C)c1=O,-7,7,·,-9,9,-0.6,·,-9
CCN(c1ccccc1)S(=O)(=O)c1ccc(OC)c(NC(=O)CNCCc2ccccc2)c1,14,-8,-9,0,18,3.9,-4,-2
O=C(CCCOc1ccc(Cl)cc1)Nc1ccc(N2CCOCC2)cc1,10,-14,-2,-1,13,3.3,-3,-4
CCOc1ccc(NS(=O)(=O)c2ccc(C(=O)NCc3cccnc3)cc2)cc1,-9,-3,-31,1,10,0.2,11,-4
CCOc1ccc(S(=O)(=O)N(C)CC(=O)N2CCN(CC)CC2)cc1,-10,-16,-12,1,5,1.4,-7,-6
CC(=O)c1c(C)nc(-c2ccccc2)nc1NC(=O)C(C)C,-17,-1,-16,3,14,-6.3,-9,5
CC(C)(C)OC(=O)NCCCC[C@H](NC(=O)c1[nH]cnc1C(=O)Nc1ccccc1)C(=O)OC(C)(C)C,28,-11,0,-6,17,-0.2,-11,0
O=[N+]([O-])c1ccc(COc2cccc(CNc3ccc(F)cc3)c2)cc1,20,5,18,-14,22,1.7,-11,-2
Cc1sc2nc(C(C)C)nc(SCC(=O)N3c4ccccc4CC3C)c2c1C (stereo unspecified),2,75*,-14,-2,4,-0.6,0,-7
CCCNC(=O)C(=O)Nc1ccc2c(c1)N(S(=O)(=O)c1cccs1)CCC2,31,3,-1,0,12,-2.4,-2,-1
CC(c1ccccc1)C1CC(=O)N(CC(=O)O)C1=O (stereo unspecified),-17,-1,-21,1,6,0.1,5,1
CN(C)S(=O)(=O)c1cccc(NC(=O)CSc2nc3ccccc3[nH]2)c1,10,-14,-28,-2,8,0.8,-1,-4
Cc1nc(C(=O)NC(C)C)nn1-c1cc(Cl)cc(Cl)c1,11,-8,-8,-1,-7,-1.1,7,-12
c1ccc2c(c1)[nH]c1c(N3CCC4(CC3)OCCO4)ncnc12,15,-2,-9,-1,-475,46,-7,3
CC(C)NC(=O)C1CCN(C(=O)c2cc3sccc3n2Cc2ccc(F)cc2)CC1,8,-6,-7,-3,11,2.7,2,4
CCN1CCN(C(=O)c2ccccc2NC(=O)c2ccc(Cl)cc2)CC1,0,7,5,-1,21,-0.6,-8,-9
Cc1ccc(NC2CCCN(C(=O)CCC(=O)c3ccccc3)C2)cc1C (stereo unspecified),16,15,9,2,13,1.1,0,10
N#Cc1ccc(OCc2noc(-c3ccsc3)n2)cc1,2,-5,-12,-1,12,1.6,0,-5
CC1C(=O)N2CCCc3cc(S(=O)(=O)NCc4ccc(Cl)cc4)cc1c32 (stereo unspecified),2,5,5,3,12,1.6,0,-1
Cc1c(C(=O)N2CCOCC2)c(S(=O)(=O)Nc2ccc(Br)cc2F)c(C)n1C,-8,5,8,-3,14,-0.1,3,0
Cc1ccc(C)c(N2CCN(CCCNC(=O)Cn3cc4c(n3)CCC(C)C4)CC2)c1 (stereo unspecified),3,-6,-9,-2,22,13,10,-2
Cc1cccc(NC(=O)COC(=O)CNC(=O)C2CCCCC2)c1,-1,-9,-2,-1,14,-0.6,10,-1
COc1ccc(CCNC(=O)c2cnc(Cl)c(Cl)c2)cc1,4,-6,5,1,15,-1.2,-6,2
Cc1oc(C(C)(C)C)cc1C(=O)Nc1ccc(N2CCOCC2)cc1,7,-4,0,3,24,5.0,-2,1
Nn1cc(-c2ccccc2)nc1SCC(=O)N1CCN(S(=O)(=O)c2ccc3ccccc3c2)CC1,7,-16,-20,-2,21,-1.0,-6,0
O=[N+]([O-])c1ccc(NC(=S)NCC(c2cccnc2)N2CCOCC2)cc1 (stereo unspecified),12,-4,-3,-8,14,6.8,-6,-3
Cc1nc(SCc2ccc([N+](=O)[O-])cc2)nc2ccccc12,3,-7,0,0,9,-0.5,-8,0
O=C(c1cc2cc(Cl)ccc2[nH]1)N1CCN(c2ccccn2)CC1,19,-15,15,-1,14,0.7,0,-3

# High-throughput results as filed in PubChem BioAssay.
